# D1 antag – Antagonist of Human D 1 Dopamine Receptor: qHTS; D(1A) dopamine receptor (Homo sapiens), P21728; activity change, negative = inhibition, % at 10 µM; HEK293 TREx D1 cells, calcium flux, dopamine EC80; stronger effect = lower value; AID 504652, 2011; actives 3.2% (n = 360,000); in the data active means activity change below about -30%; further: on the % scale 0 is the no-effect control and ±100 the full control effect
#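 Tetracycline-induced HEK293 Trex D1 cells, force-coupled to calcium, dye-loaded; compounds added and read 180 s, then EC80 dopamine added and calcium flux tracked kinetically another 180 s.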
# D2 antag – HTS Assay for Allosteric Antagonists of the Human D2 Dopamine Receptor: Primary Screen for Antagonists; inhibition, % at 10 µM; HEK293 TREx D2 cells, calcium flux, dopamine EC80; actives 2% (n = 340,000); D(2) dopamine receptor (Homo sapiens), P14416; in the data active means inhibition above about 30%; further: 0% is about no effect
#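 Tetracycline-induced HEK293 TREx cells expressing D2 receptor forced-coupled to calcium signalling, loaded with no-wash calcium dye. Compounds added and calcium flux read 180 s, then dopamine added at EC80 and read a further 180 s.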
# D2 PAM – HTS Assay for Positive Allosteric Modulators of the Human D2 Dopamine Receptor: Primary Screen for Potentiators | HEK293 T-REx D2, calcium flux, EC20 dopamine potentiation | potentiation, % at 10 µM | actives 0.34% (n = 340,000) | AID 485347, 2010;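 active means potentiation over 3 SD above the plate norm, cut at about 30% in these data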; further: 0% is about no effect
#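 Potentiation of an EC20 dopamine calcium response measured kinetically over 180 s, after a preceding 180 s compound-only read flagging agonists. Cells: inducible Hek293 Trex D2 line, 4000/well, cultured overnight at 30 C before dye loading.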
# TRHR enhancer – qHTS for Small Molecule Agonists and Allosteric Enhancers of Human TRH Receptor: Primary Screen for Enhancers; Thyrotropin-releasing hormone receptor (Homo sapiens), P34981; TRHR cells, fluo-8 calcium fluorescence, EC20 TRH enhancement; enhancement, % at 2 µM; actives 0.66% (n = 360,000); AID 493056, 2011; in the data active means enhancement above about 30%; further: 0% is about no effect
#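 TRHR-expressing cells loaded with fluo-8 calcium dye were read kinetically (ex 480/em 530) during compound addition, then stimulated with an EC20 of TRH (10 nM final). Enhancement of the Gq-mediated intracellular calcium response was scored.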
# D2 agonist – HTS Assay for Allosteric Agonists of the Human D2 Dopamine Receptor: Primary Screen for Agonists | activation, % at 2 µM | D(2) dopamine receptor (Homo sapiens), P14416 | actives 0.53% (n = 340,000) | HEK293 T-REx D2 cells, calcium flux agonist mode;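 active means activation over 3 SD above normal in the single-dose calcium agonist read, cut at about 30% in these data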; further: 0% is about no effect
#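 Tetracycline-induced HEK293 T-REx cells with force-coupled D2 receptor, plated overnight at 30 C, loaded with no-wash calcium dye. After a 10 s baseline, compound was pin-added and calcium flux read kinetically for 180 s; calcium rises flagged agonists.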
# TRHR ag – qHTS for Small Molecule Agonists and Allosteric Enhancers of Human TRH Receptor: Primary Screen for Agonists | Thyrotropin-releasing hormone receptor (Homo sapiens), P34981 | TRHR cells, calcium flux fluo-8, FDSS agonist mode | activation, % at 2 µM | actives 0.18% (n = 360,000) | AID 493084, 2011; further: 0% is about no effect
#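 TRHR-expressing cells, plated overnight in medium with 10% serum, were loaded with fluo-8 calcium dye at room temperature. After a 10 s baseline, library compound was pin-added and calcium release was recorded kinetically (ex 480/em 530) as agonist response.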
# RXFP1 antag – qHTS Assay for Antagonists of the Relaxin Receptor RXFP1; Relaxin receptor 1 (Homo sapiens), Q9HBX9; HEK293-RXFP1, relaxin-stimulated cAMP HTRF, 30 min; stronger effect = lower value; activity change, negative = inhibition, % at 57.5 µM; actives 0.59% (n = 350,000);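 active means activity change of -60% or lower, but not beyond a set lower limit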; further: on the % scale 0 is the no-effect control and ±100 the full control effect
# Target sequence (Q9HBX9 whole entry, looked up): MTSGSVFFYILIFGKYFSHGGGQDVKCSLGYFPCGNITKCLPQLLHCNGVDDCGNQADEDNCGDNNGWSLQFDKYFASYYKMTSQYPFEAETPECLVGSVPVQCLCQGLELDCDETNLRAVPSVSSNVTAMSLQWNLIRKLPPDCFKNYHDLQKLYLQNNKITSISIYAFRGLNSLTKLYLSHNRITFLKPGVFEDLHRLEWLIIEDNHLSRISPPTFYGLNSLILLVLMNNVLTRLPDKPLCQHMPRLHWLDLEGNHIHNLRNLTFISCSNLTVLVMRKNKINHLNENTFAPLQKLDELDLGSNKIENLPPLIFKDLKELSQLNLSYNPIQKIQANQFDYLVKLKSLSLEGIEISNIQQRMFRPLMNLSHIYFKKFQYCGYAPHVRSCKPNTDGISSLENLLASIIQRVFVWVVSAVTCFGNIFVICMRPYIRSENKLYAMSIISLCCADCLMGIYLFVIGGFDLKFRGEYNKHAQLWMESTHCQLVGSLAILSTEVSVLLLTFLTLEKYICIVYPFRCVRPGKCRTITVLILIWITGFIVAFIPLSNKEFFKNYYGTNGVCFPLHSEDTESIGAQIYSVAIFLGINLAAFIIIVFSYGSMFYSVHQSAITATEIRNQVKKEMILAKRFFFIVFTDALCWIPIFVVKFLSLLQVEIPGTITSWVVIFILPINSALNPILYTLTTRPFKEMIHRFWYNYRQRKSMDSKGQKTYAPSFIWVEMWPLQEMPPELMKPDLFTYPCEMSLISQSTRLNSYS
# D1 ag – Allosteric Agonists of the Human D1 Dopamine Receptor: qHTS; D(1A) dopamine receptor (Homo sapiens), P21728; HEK293 T-REx D1 cells, calcium flux, agonist mode; activation, % at 2 µM; actives 1% (n = 360,000); further: 0% is about no effect
#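 Tetracycline-induced HEK293 TREx D1 cells, force-coupled to calcium signalling, were dye-loaded with a no-wash calcium kit. Compound was pin-added after a 10 s baseline. Fluorescence was read kinetically at 1 cycle/s for 180 s, with calcium rises flagged as agonism.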
# D1 PAM – Potentiators of Human D1 Dopamine Receptor: qHTS. potentiation, % at 10 µM. AID 504651, 2011. HEK293 TREx D1 cells, calcium flux, dopamine EC20 potentiation. D(1A) dopamine receptor (Homo sapiens), P21728. actives 0.036% (n = 360,000); in the data active means potentiation above about 30%; further: 0% is about no effect
# The depositor's hits bear a star; . = not tested or not shown; & = joins results of further samples. Unless noted, no stated cut-off is given here; in the data, active means activation above about 30%; inactive means the rest.
1	Cc1ccccc1C(=O)NC(NCC1CCCO1)C(Cl)(Cl)Cl (stereo not drawn)
2	Cn1cnc2c(=O)oc3ccc(S(=O)(=O)Nc4ccc(F)cc4)cc3c21
3	CC(C)[C@H](NC(=O)c1cc2cc(Cl)ccc2n1C)C(=O)N[C@@H](C(=O)O)c1ccccc1
4	O=C(NCCCN1CCOCC1)c1ccc(CS(=O)(=O)c2ccc(Br)cc2)o1
5	Cc1ccccc1N1CCN(C2CCCN(C(=O)CCn3cnnn3)C2)CC1 (stereo not drawn)
6	O=S(=O)(Nc1ccc(Br)cn1)c1cccs1
7	COc1ccc(CCN(Cc2cc3cccc(C)c3n3nnnc23)C(=O)c2ccncc2)cc1OC
8	COc1cccc2c1[C@@H]1CN(CCCCn3c(=O)[nH]c4c(sc5ncc(-c6ccccc6)nc54)c3=O)C[C@@H]1CO2
Assay by compound	1	2	3	4	5	6	7	8
D1 antag	-11.5	-5.7	-0.1	-24.4	16.6	3.2	6.7	-17.0
D2 antag	-10.0	.	-1.8	12.5	-9.6	5.3	-17.1	55.8*
D2 PAM	4.1	0.0	-7.8	-0.5	-4.7	-7.3	19.9	-19.3
TRHR enhancer	-2.8	5.8	-1.1	3.4	-3.3	-5.8	-0.7	-2.2
D2 agonist	0.3	-1.0	-2.9	-0.5	0.5	0.9	-0.7	1.6
TRHR ag	0.5	-0.5	0.3	0.0	-0.4	-1.0	-0.2	-0.1
RXFP1 antag	10.3	-11.7	3.6	8.1	-1.1	-23.4	.	.
D1 ag	1.3	1.4	-0.2	1.2	4.4	0.7	0.6	-1.5
D1 PAM	-1.1	-1.6	3.4	-2.4	-4.4	0.8	-0.2	-4.4

# Single values from above.
# Reading of compound 4 under D1 PAM: -2.4
# Reading of compound 7 under TRHR ag: -0.2
# Reading of compound 3 under D1 PAM: 3.4

# Next structures follow.
9	CC1COc2ccccc2N1C(=O)c1ccc(Cl)cc1 (stereo not drawn)
10	Cc1ccc(C)c(Nc2c(F)c(F)c(F)c(F)c2C(=O)O)c1
11	Cc1cc(C)cc(C(=O)Oc2cc(C)[nH]c(=O)c2[N+](=O)[O-])c1
12	O=C(NCC(c1ccc(Cl)cc1)N1CCCCC1)c1ccccc1F (stereo not drawn)
13	COc1cc(NC(=O)CSc2nc3[nH]c(=O)cc(O)c3s2)cc(OC)c1OC
14	COc1ccc(NC(=O)c2c[nH]n3c(=O)cc(C4CCN(C(=O)OC(C)(C)C)CC4)nc23)cc1Cl
15	Cn1c(=O)oc2cc(S(=O)(=O)NCCC(=O)N3CCN(c4ccccc4F)CC3)ccc21
16	CC1=CC(=C(C#N)C#N)C=C(C)N1CCN1CCN(C(=O)Nc2cccc(Cl)c2)CC1
Assay by compound	9	10	11	12	13	14	15	16
D1 antag	-0.6	2.6	4.1	-1.3	29.7	-7.8	-9.2	-2.9
D2 antag	16.0	-1.9	-2.2	.	-26.9	-0.8	-3.6	-18.6
D2 PAM	5.3	32.5*	-0.7	-18.4	17.9	-5.3	-1.5	-2.8
TRHR enhancer	2.3	-0.8	2.6	-6.2	5.6	-4.0	-0.3	2.1
D2 agonist	0.8	-0.5	0.5	-0.8	0.4	-1.0	-0.3	1.5
TRHR ag	-1.0	-0.4	0.1	-0.2	0.3	-0.5	-0.7	0.2
RXFP1 antag	-1.2	-17.7	6.4	-10.8	-5.2	0.7	-8.1	-11.3
D1 ag	1.8	0.5	1.0	1.4	0.5	2.2	-0.2	2.5
D1 PAM	-5.1	4.5	-5.0	0.7	-7.2	-5.3	-10.0	-5.9

17	CCn1cnnc1SCC(=O)c1c(N)n(C2CC2)c(=O)[nH]c1=O
18	O=C(c1ccc(CSc2nc3ccncc3n2Cc2ccccc2)cc1)N1CCCCCC1
19	COC(=O)c1c(-c2cccs2)csc1NC(=O)COc1ccc(C(C)C)cc1
20	Cn1ncc([N+](=O)[O-])c1C(=O)N/N=C/c1ccc(F)cc1
21	CN(CCc1ccccn1)Cc1ccc(Cl)c(Cl)c1
22	O=C(NCCc1c[nH]c2ccccc12)C(=O)NCC1CCCO1 (stereo not drawn)
23	N#CCSc1nnc(Cc2cccc3ccccc23)n1C1CCCCC1
24	Cc1ccc(S(=O)(=O)N/N=C/c2c(F)cccc2Cl)cc1
Assay by compound	17	18	19	20	21	22	23	24
D1 antag	-20.4	4.9	-4.4	-2.2	-8.9	-2.5	5.3	-25.1
D2 antag	-8.1	.	.	2.4	22.4	1.1	-0.2	-5.0
D2 PAM	-2.4	20.0	-2.8	-8.0	-17.4	-2.7	0.2	-6.6
TRHR enhancer	-6.1	3.4	-3.1	13.4	-3.7	-2.6	-0.2	1.0
D2 agonist	-0.2	0.2	3.4	0.3	1.0	-0.3	1.0	-0.3
TRHR ag	0.1	-0.9	1.4	0.1	-0.1	-0.9	0.2	-0.1
RXFP1 antag	11.3	-14.8	-20.9	.	-2.7	7.1	-14.3	9.8
D1 ag	0.1	-2.9	7.9	1.0	0.7	0.8	3.2	2.7
D1 PAM	.	0.3	-0.2	-6.1	-4.7	-1.2	-5.8	-0.9

25	CCN(CC)c1ccc(NC(=O)CSc2nnc(C)c(=O)[nH]2)cc1
26	CCS(=O)(=O)N1CCN(c2ccnc3cc(Cl)ccc23)CC1
27	CCOC(=O)C1=C(N)N2C(=O)C(C)SC2=C(C(=O)OC)C1c1cccc(OC)c1 (stereo not drawn)
28	COCCc1nn2c(=O)cc(COC(=O)c3ccc(C(C)(C)C)cc3)nc2s1
29	O=C(Cn1ncc2ccsc2c1=O)N1CCN(c2ccc(Cl)cc2)CC1
30	CC(C)CCn1c(N2CCN(c3cccc(Cl)c3)CC2)nc2c1c(=O)[nH]c(=O)n2C
31	CCSc1nnc(NC(=O)c2ccc3c(c2)OCO3)s1
32	Cc1cc2c(s1)c1cnn(Cc3c(F)cc(F)cc3F)c(=O)c1n2C
Assay by compound	25	26	27	28	29	30	31	32
D1 antag	-0.5	-14.7	-12.8	6.2	-27.9	33.9	-2.6	4.0
D2 antag	.	-13.8	17.7	.	.	9.5	6.7	.
D2 PAM	-5.9	0.0	2.9	17.3	6.6	21.8	0.6	.
TRHR enhancer	6.3	5.4	10.1	11.4	8.6	-1.4	11.3	-2.3
D2 agonist	-0.9	-0.7	2.4	-0.2	0.2	3.2	2.0	.
TRHR ag	-1.3	-1.3	-0.2	0.9	-0.1	0.0	-0.7	0.2
RXFP1 antag	.	0.6	.	-30.7	.	-7.5	-19.4	.
D1 ag	0.4	5.0	5.1	17.1	7.7	-1.8	1.5	0.0
D1 PAM	-1.2	-1.0	-10.1	2.0	-3.0	-0.1	-3.6	3.1

33	COc1ccccc1NC(=O)c1cc(S(=O)(=O)N2CCc3ccccc32)ccc1F
34	CC(=O)Nc1ccc(NC(=O)/C(Cl)=C/c2ccccc2)cc1
35	CCOc1ccc(OCC)c(NS(=O)(=O)c2c(C)[nH]c(=O)[nH]c2=O)c1
36	CCOc1cccc(C(=O)Nc2ccc3oc(Cc4ccc(Cl)cc4)nc3c2)c1
37	CC(=O)c1ccc(S(=O)(=O)N(CC(=O)NC2CC2)Cc2ccc(F)cc2)cc1
38	CCOC(=O)C1C(C(=O)Nc2cccc(C(F)(F)F)c2)C1C(=O)NC(C)C (stereo not drawn)
39	Nc1cc(=O)[nH]n1C1CCCCC1
40	Cc1nc2ccc(S(=O)(=O)Nc3ccc(-c4nc5cccnc5s4)cc3)cc2s1
Assay by compound	33	34	35	36	37	38	39	40
D1 antag	-12.2&5.5	-15.9	-2.4	-12.3	-7.9	12.6	8.2	-54.5*
D2 antag	-8.6	-3.1	.	-3.9	-7.8	2.5	5.9	-5.6
D2 PAM	9.7&15.0	11.4	-7.8	-5.9	15.9	-4.5	-2.5	-0.4
TRHR enhancer	7.0&-4.4	-1.4	-6.1	2.3	0.4	-1.9	2.1	3.6
D2 agonist	1.0	-1.5	0.3	-0.3	-0.1	1.1	-0.4	0.6
TRHR ag	0.6&-0.1	-0.3	1.6	1.9	0.1	0.3	0.6	-0.5
RXFP1 antag	-3.5&-2.3	-5.2	-13.1	-9.5	7.4	0.5	9.4	5.9
D1 ag	2.2&-3.4	6.1	3.7	9.2	1.6	2.8	1.9	-3.6
D1 PAM	2.8&-0.8	-9.9	0.9	-4.8	-8.6	2.2	-3.9	-4.8

41	N#C/C(=N\Nc1ccccc1)C(N)=S
42	C/C(=N\O)c1ccc(Cl)cc1Cl
43	O=C(CCc1nnc(C2CCCCC2)o1)N1CCCCC1CCn1cccn1 (stereo not drawn)
44	O=c1c2ccccc2nc(/C=C/c2cccnc2)n1Cc1ccccc1
45	COc1ccccc1S(=O)(=O)N1CCN(S(=O)(=O)c2ccccc2C#N)CC1
46	Cc1ccc(S(=O)(=O)NC(Cc2ccccc2)C(=O)O)cc1 (stereo not drawn)
47	CCOc1ccccc1CNCCO
48	O=C(NCc1ccccc1)c1onc(CSc2ccc(F)cc2)c1C(=O)NCCCN1CCOCC1
49	COc1ccc([C@@H]2C[C@H]3CN(c4ccccc4)C(=O)[C@]34CCCN24)c(OC)c1OC
Assay by compound	41	42	43	44	45	46	47	48	49
D1 antag	-27.1	-7.3	1.5	-11.5	-2.0	-8.5	-2.4	-2.3	7.0
D2 antag	3.6	2.1	.	10.0	-12.7	-3.6	-17.1	3.9	.
D2 PAM	-1.3	3.9	.	3.2	3.4	-5.8	5.7	-2.4	.
TRHR enhancer	-3.8	0.8	-1.3	-3.8	6.3	-1.6	-0.8	10.8	-7.9
D2 agonist	1.1	-1.5	.	-1.1	0.6	0.2	-0.3	-0.3	.
TRHR ag	1.8	0.1	0.2	-2.8	0.8	0.4	-0.2	0.2	-0.2
RXFP1 antag	-3.9	-0.3	7.5	5.2	-4.0	-2.8	25.8	.	3.0
D1 ag	18.8	2.5	0.4	0.6	2.0	2.2	3.9	1.3	2.8
D1 PAM	-7.0	-4.0	1.6	-3.1	17.6	0.8	-1.1	-6.2	-1.0

# Full records, quoted from the list. Values in the order: D1 antag, D2 antag, D2 PAM, TRHR enhancer, D2 agonist, TRHR ag, RXFP1 antag, D1 ag, D1 PAM
# O=C(NCc1ccccc1)c1onc(CSc2ccc(F)cc2)c1C(=O)NCCCN1CCOCC1 is listed as -2.3, 3.9, -2.4, 10.8, -0.3, 0.2, ., 1.3, -6.2
# N#C/C(=N\Nc1ccccc1)C(N)=S is listed as -27.1, 3.6, -1.3, -3.8, 1.1, 1.8, -3.9, 18.8, -7.0

# Random draw from the library; any-hit rate near 7.1%.
